EBV gp42 block: Epstein-Barr virus gp42 inhibitors, primary screen, biochemical, uHTS, fluorescence polarization. Glycoprotein 42 (Epstein-Barr virus (strain AG876)), Q1HVG2. 220,000 tested, 0.42% active. AID 1085, 2008. Fluorescence polarization binding assay, mP read-out. inhibition, % (tested at 21.74 µM); in the data active means inhibition above about 50%
Mdm2 ligase inh: MDM2-luciferase reporter signal enhancers, primary screen, MDM2 E3 ligase inhibitor project, cell-based, luminescence, 1536-well; cell-based MDM2 ubiquitination luciferase reporter, 2 h; 0 = plate control, 100 = twice control, blank-subtracted; signal enhancement, % at 5 µM; 210,000 tested, 0.11% active; AID 1230, 2008;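 active means signal enhancement of 30% or more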;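 further: luminescence tracks abundance of the self-degrading MDM2-luciferase fusion protein; higher signal means inhibition of MDM2 E3 ligase activity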
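System: stable MDM2–luciferase fusion reporter cells / Input: 2000 cells seeded into each well / Schedule: 4 h settle plus 2 h compound, 37 °C / Compound: single-point 5 µM / Buffer or medium: cells held in DMEM / Benchmarks: control and blank well means / Evaluation: percent signal gain over controls, blank-subtracted / Measured by: luciferase luminescence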
Calpain2 inh: inhibitors of pig calpain II, primary screen, biochemical, fluorogenic peptide substrate, 1536-well | AID 1236, 2008 | inhibition, % at 16 µM | 220,000 tested, 0.37% active | purified calpain II, 30 min;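 active means inhibition above about 50%, limit read from the data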
KCC2 mod: KCC2 cotransporter modulators, thallium flux, primary screen, cell-based, HEK293 KCC2, FluoZin-2 fluorescence, MLSMR; AID 1456, 2008; KCC2 cells, thallium flux FluoZin-2 fluorescence; B-score of Tl+ flux slope (higher = more flux/activation; lower = inhibition) at 10 µM; 190,000 tested, 2.2% active;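 active means thallium flux slope and its plate-corrected score both differing from the plate sample mean at a set confidence after two filtering rounds, in either direction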;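 further: slope of fluorescence scaled to starting intensity during 10 to 20 s after thallium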
Target sequence (Q9H2X9 whole entry, looked up): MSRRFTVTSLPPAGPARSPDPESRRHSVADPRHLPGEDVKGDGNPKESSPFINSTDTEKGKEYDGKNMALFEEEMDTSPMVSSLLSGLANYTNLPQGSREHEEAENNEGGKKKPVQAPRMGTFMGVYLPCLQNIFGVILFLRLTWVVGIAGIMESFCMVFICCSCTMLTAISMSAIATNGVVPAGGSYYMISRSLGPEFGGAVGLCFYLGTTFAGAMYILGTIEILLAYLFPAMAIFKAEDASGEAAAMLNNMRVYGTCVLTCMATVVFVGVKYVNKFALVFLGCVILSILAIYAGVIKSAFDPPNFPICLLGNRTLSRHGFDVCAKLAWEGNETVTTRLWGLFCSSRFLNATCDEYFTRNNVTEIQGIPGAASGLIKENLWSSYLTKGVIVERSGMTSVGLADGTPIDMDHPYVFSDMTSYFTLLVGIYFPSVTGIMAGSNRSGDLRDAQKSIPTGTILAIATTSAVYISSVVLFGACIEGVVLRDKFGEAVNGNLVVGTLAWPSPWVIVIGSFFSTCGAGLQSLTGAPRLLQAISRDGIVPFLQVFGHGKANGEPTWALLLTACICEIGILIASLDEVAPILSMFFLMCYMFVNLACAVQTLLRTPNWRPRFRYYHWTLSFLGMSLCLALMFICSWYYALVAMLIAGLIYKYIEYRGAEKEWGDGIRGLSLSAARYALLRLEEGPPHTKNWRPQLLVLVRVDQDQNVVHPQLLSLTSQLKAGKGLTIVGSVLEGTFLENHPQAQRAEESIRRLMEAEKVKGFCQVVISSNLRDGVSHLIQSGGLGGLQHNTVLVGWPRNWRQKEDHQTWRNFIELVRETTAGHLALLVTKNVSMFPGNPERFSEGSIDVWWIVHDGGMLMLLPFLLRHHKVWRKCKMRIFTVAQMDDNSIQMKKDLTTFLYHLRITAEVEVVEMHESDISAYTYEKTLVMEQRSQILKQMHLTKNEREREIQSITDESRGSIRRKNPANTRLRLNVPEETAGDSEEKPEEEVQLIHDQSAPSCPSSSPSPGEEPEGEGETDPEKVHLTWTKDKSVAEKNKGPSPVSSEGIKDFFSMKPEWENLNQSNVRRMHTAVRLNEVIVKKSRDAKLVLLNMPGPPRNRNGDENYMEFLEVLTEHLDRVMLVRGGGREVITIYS
Rad51 HR inh: human RAD51 strand exchange inhibitors, primary screen, biochemical, fluorescence. DNA repair protein RAD51 homolog 1 (Homo sapiens), Q06609. hRad51 DNA strand exchange, fluorescence dequenching. inhibition, % at 10 µM. 200,000 tested, 0.085% active. AID 1385, 2008;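 active means inhibition above 40% at the single screening dose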;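 further: 0% = DMSO control wells and 100% = blanks with heterologous ssDNA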
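Test system – preformed human Rad51 ssDNA filaments · Reagent – Donor/quencher-labelled 47-bp dsDNA substrate · Incubation – 37 °C 15-min filament assembly, 30-min compound preincubation, 15-min exchange · Signal – FRET fluorescence dequenching, excitation 485 nm, emission 520 nm · Read-out – percent inhibition from fluorescence, normalised to plate control and blank means · Benchmarks – plate control and blank wells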
TNF death inh: inhibitors of TNF-alpha triggered necroptosis, primary screen, cell-based, Jurkat FADD-/-, single concentration; Jurkat FADD-/- TNF necroptosis rescue, ATP luminescence, 24 h; 0 = TNF only, 100 = no-TNF cells; activation (protection from cell death), % at 10 µM; 220,000 tested, 0.068% active; AID 463075, 2010;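 active means activation, meaning protection from cell death, of at least 50% relative to plate controls; inactive means activation below 50%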;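 further: necroptosis triggered by 40 ng/mL TNF-alpha added together with compound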
eIF4E-4G inh: eIF4E–eIF4G protein interaction inhibitors, primary screen, biochemical, uHTS, TR-FRET, eIF4GI fragment; inhibition, % at 21.7 µM; 220,000 tested, 0.37% active; Eukaryotic translation initiation factor 4E (Mus musculus) + Eukaryotic translation …; AID 782, 2007; TR-FRET eIF4E-eIF4GI(517-606) binding, 2 h;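 active means inhibition above about 30%, limit read from the data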;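 further: 0% = full FRET control wells and 100% = background wells lacking eIF4GI fragment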
zVAD death inh: inhibitors of zVAD-triggered necroptosis, primary screen, L929 cells; L929 zVAD necroptosis rescue, ATP luminescence, 24 h; with zVAD 60 µM; viability rescue, % at 10 µM; 220,000 tested, 0.38% active; AID 1377, 2008;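 active means activation, scaled between plate controls, above about 75%, limit read from the data; inactive means activation under that limit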;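 further: 0% = zVAD with DMSO and 100% = DMSO alone without zVAD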
PERK inhibitor: block of dimerizer-induced PERK translation repression, primary screen, PERK inhibitor project, CHO PERK-DD cells, SEAP luminescence, HTS. Eukaryotic translation initiation factor 2-alpha kinase 3 (Homo sapiens), Q9NZJ5. CHO PERK-DD fusion, SEAP luminescence translation reporter. inhibition, % at 5.6 µM. 220,000 tested, 0.17% active;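 active means inhibition above the mean inhibition of all tested compounds plus 3 SD, set separately per screening campaign, cut at about 2.9% in these data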;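 further: PERK kinase domain activated by AP20187 dimerizer at 100 nM; 0% = DMSO with dimerizer and 100% = rapamycin at 8.4 µM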
Starred values were filed as active, the others as inactive; i = inactive; x = not tested or not shown; [ ] = remark or other dose. Hits appear at their usual frequency. Share with any hit: about 3.6%.

Every second line gives: KCC2 mod	TNF death inh	EBV gp42 block	Calpain2 inh	Rad51 HR inh	PERK inhibitor	zVAD death inh	eIF4E-4G inh	Mdm2 ligase inh
> O=C(Nc1ccccc1-c1ccccc1)NC1CCN(CC(=O)N2CCOCC2)CC1
  -0.13	-0.1	-2	-12	-2	0.5	-0.1	3	-6
> CC1CCN(c2ccc(C(=O)OCC(=O)NCCN3C(=O)CSC3=O)cc2[N+](=O)[O-])CC1
  -2.2	0.3	-9	6	17	1.3	1.8	2	-3
> O=C(O)C(Oc1ccc2c3c(c(=O)oc2c1)CCC3)c1ccccc1 (centres undefined)
  -0.094	-0.9	3	-86	4	-0.6	0.0	-3	-16
> CCOc1ccc(C(=O)Nc2cccc(C(=O)O)c2)cc1Cl
  -0.66	-0.8	7	-8	3	-0.6	1.6	-2	-75
> CCCCCOC(=O)c1[nH]c2c(c1C)C(=O)C(C(=O)OC)C(C)C2 (centres undefined)
  0.026	-2.2	-10	1	0	-1.1	-0.6	4	-24
> Cc1ccccc1NC(=O)Cc1nnc(SCC(=O)N2CCN(c3ccccc3)CC2)n1C
  x	-1.1	-8	-23	3	0.0	-0.4	3[fluorescence artefact?]	-12
> CC(C)(C)c1ccc(CCC2OCC(C[N+]3(C)CCOCC3)O2)cc1 (centres undefined)
  -0.0091	-1.5	1	-30	-1	0.8	0.3	91*	-12
> O=C1C2C(c3ccccc3)C=CC(c3ccccc3)C2C(=O)N1c1ccncc1 (centres undefined)
  -0.36	-4.3	-12	8	-4	-0.8	-0.2	0	-8
> O=C(Nc1nc(-c2ccc(Cl)s2)cs1)c1cccs1
  -0.34	0.2	-9	1	3	-0.1	1.6	-2	-14
> CC1(C)CC(NCCN2CCN(C3=CC(=C(C#N)C#N)CC(C)(C)C3)CC2)=CC(=C(C#N)C#N)C1
  -0.18	-5.6	-11	-92	6	-0.4	-1.3	-5	-18
> Cc1ccccc1N=C(NOCc1ccccc1)c1nonc1N
  -0.2	-1.5	11	-6	3	0.7	-0.8	3	5
> CCOC(=O)C(=O)NC(C)CCc1ccccc1 (centres undefined)
  -1.4	1.5	2	-16	-10	0.9	0.3	2	0
> O=C(Nc1cccc(Cl)c1)Nc1cc(S(=O)(=O)N2CCCCC2)ccc1Cl
  0.24	-2.2	5	-66	-3	0.0	18	7	-9
> CCOC(=O)C1=C(COc2ccc(C)cc2)NC(=O)NC1c1cc(C)ccc1C (centres undefined)
  1.3	1.4	-7	7	-11	1.1	0.8	2	-5
> Cn1c(CO)c(-c2ccccc2)c2cc([N+](=O)[O-])ccc21
  -1.8	-0.5	19	23	4	-0.9	0.9	4	-8
> COC(=O)c1ccc(CSc2nc3c(cnn3-c3ccc(F)cc3)c(=O)[nH]2)o1
  -1.3	1.2	-6	-26	-1	-0.2	0.4	3[fluorescence artefact?]	-3
> Cc1ccc(Sc2c(C)nn(C(=O)c3cccc(S(=O)(=O)N4CCOCC4)c3)c2C)cc1
  x	-1.4	-4	28	0	-1.3	0.1	-48[fluorescence artefact?]	-13
> Oc1ccccc1/C=N/n1cnn(Cc2ccccc2Cl)c1=S
  1.6	-0.4	-6	0	8	0.7	-0.4	2	-1
> Cc1cnn(-c2cc(N/N=C/c3ccccc3Cl)ncn2)c1
  x	-1.1	1	9	4	1.6	-0.1	-42	-9
> CCN(CC)CCNC(=S)Nc1ccc(F)cc1
  -0.77	-0.1	-5	32	-3	0.2	-0.7	0	1
> Cc1cc(Oc2ccccc2)nc(-c2ccccc2O)n1
  x	1.4	-10	20	-1	-0.7	4.0	2	1
> CC(=O)NC(Cc1ccccc1)C(=O)NC1CCN(C(=O)NC2CCCCC2)CC1 (centres undefined)
  x	1.8	-10	2	-3	0.8	3.9	-5	-11
> Cc1c(Cl)c([N+](=O)[O-])nn1CCCC(=O)Nc1c(C)n(C)n(-c2ccccc2)c1=O
  -0.086	-0.5	-7	-22	1	0.6	2.2	-3	-18
> CCN(CC)C(=O)CSc1nnc(-c2ccccn2)n1-c1ccc(C)c(C)c1
  -0.53	-1.3	-16	2	-8	-1.7	-0.3	-4	-25
> CCN(CC)C(=O)CSc1nnc(-c2cccnc2)n1Cc1ccccc1
  -0.034	-0.3	-21	1	4	-0.4	0.0	1[fluorescence artefact?]	-10
> CCOC(=O)NS(=O)(=O)c1ccc(CCNC(=O)c2cc(C)on2)cc1
  0.71	1.2	-5	-5	-5	1.6	0.6	8	6
> Cc1cc(Cl)n2c(nc3cc(F)c(F)cc32)c1C#N
  -1.9	-13	-10	-209	1	1.0	-0.6	1	-47
> CN(c1ccc(OCC(=O)OCC(=O)Nc2cccc([N+](=O)[O-])c2)cc1)S(=O)(=O)c1ccc(F)cc1
  0.2	-0.4	-6	-26	1	0.3	0.0	0	-7
> Cc1cc(C(=O)C(=O)N(C)C)c(C)n1-c1ccc([N+](=O)[O-])cc1
  x	-2.7	-14	6	-1	1.0	-0.3	-3	-4
> COc1ccccc1/C=C/C(C)=O
  x	1.7	-11	-16	17	1.1	1.2	-1	-8
> Nc1nc2ccccc2n1C(=O)CCc1ccccc1
  0.49	-4.3	-12	-30	-4	0.0	1.1	-5	-17
> COC(=O)c1cc(=O)nc2sc3ccccc3n12
  x	-4.1	-10	-41	-3	1.4	0.0	x	-5
> CCOc1ccc(-c2nnn(CC(=O)N3CCCC(C)C3)n2)cc1 (centres undefined)
  0.46	0.2	-11	8	-4	0.4	74	5	1
> CCc1ccc(NC(=O)Cn2c(=O)n(CCC(=O)NC3CCN(Cc4ccccc4)CC3)c(=O)c3ccccc32)cc1
  -0.28	3.5	-4	12	22	1.1	-0.2	1	x
> CC[N+]1(C)CC2CCC(C)(C1)C2(C)C (centres undefined)
  0.96	0.2	-21	18	23	1.6	0.7	7	-2
> Cc1nn(Cc2ccc(Cl)cc2Cl)c(C)c1NC(=O)Cn1nc([N+](=O)[O-])c(Cl)c1C
  0.22	-0.8	-13	0	-4	-0.7	0.1	-4	-4
> Cc1c(C(=O)O/N=C(\N)c2ccccn2)cccc1[N+](=O)[O-]
  0.78	-1.0	1	-6	x	-0.5	0.2	0	-82
> CCN(CC)C(=O)COC(=O)c1cc(-c2ccco2)nc2ccccc12
  -1.2	-0.5	52*	i	-15	-0.3	1.7	34*	1
> CCOC(=O)c1cc2c(=O)n3ccccc3nc2n(CCCOC)c1=NC(=O)C(C)(C)C
  0.93	-1.6	-12	i	1	0.4	-0.3	4	2
> Cc1cccc(NC(=S)NC(=O)c2ccco2)n1
  28*	2.2	0	-8	6	1.4	0.3	16	4
> Cc1cccc(-c2nc(NCCCN3CCOCC3)c3ccccc3n2)c1
  -0.24	-1.9	38	-34	1	-1.4	0.2	5	-1
> Cc1onc(-c2c(Cl)cccc2Cl)c1C(=O)Nc1ccc2c(c1)OCCO2
  0.066	-4.6	-11	5	4	-0.3	0.2	x	-13
> CCCCNC(=O)COC(=O)CCC(=O)c1ccc(Cl)cc1
  0.22	-1.2	-9	-18	-31	0.6	3.7	0	-18
> CSc1cccc(NC(=O)CCCOc2ccc(Cl)cc2C)c1
  -2.7	1.3	-29	33	-4	-0.4	0.5	-2	-18
> N#Cc1ccc(OCC(=O)NC2=NCCS2)cc1
  0.2	0.0	-11	-18	-9	1.2	1.1	-2	7

Three entries from above, arranged by their value in EBV gp42 block, rising.
canonical_smiles | KCC2 mod | EBV gp42 block | Calpain2 inh | PERK inhibitor | eIF4E-4G inh
CCOC(=O)c1cc2c(=O)n3ccccc3nc2n(CCCOC)c1=NC(=O)C(C)(C)C | 0.93 | -12 | i | 0.4 | 4
COC(=O)c1cc(=O)nc2sc3ccccc3n12 | x | -10 | -41 | 1.4 | x
CCN(CC)C(=O)COC(=O)c1cc(-c2ccco2)nc2ccccc12 | -1.2 | 52* | i | -0.3 | 34*

Remaining list, next part.
Every second line gives: KCC2 mod	TNF death inh	EBV gp42 block	Calpain2 inh	Rad51 HR inh	PERK inhibitor	zVAD death inh	eIF4E-4G inh	Mdm2 ligase inh
> Cc1ccc(-c2nnc(SCC(=O)N/N=C/c3c(C)nn(-c4ccccc4)c3C)n2-c2ccc(C)cc2)cc1
  0.059	3.3	-24	-63	-8	0.8	0.2	0	-11
> CCOP(=O)(c1ccccc1)c1nc(-c2ccc(F)cc2)oc1N1CCCCC1 (centres undefined)
  -2.9*	-1.1	0	12	-1	-1.2	-0.8	14	1
> Cc1ccc(C)n1-c1ccc(N2CCOCC2)c(Br)c1
  0.025	-5.2	0	4	9	0.2	-0.3	4	-14
> CC1(C)CC(=O)C2=C(C1)N(CC1CCCO1)C(=O)NC2(C(F)(F)F)C(F)(F)F (centres undefined)
  -0.24	-0.9	-8	-10	13	1.7	0.0	4	-10
> N#Cc1cn(CC(=O)N2CCCc3ccccc32)c2ccccc12
  0.26	-0.9	-10	-6	-5	-1.3	-0.4	-2	8
> O=C(COc1ccc(S(=O)(=O)NC2CCCCC2)cc1)N1CCN(c2cccc(Cl)c2)CC1
  1.2	-9.0	-2	-29	-1	-0.9	-0.1	-3	-14
> CC(=O)Nc1cccc(/C(C)=N/NS(=O)(=O)c2ccccc2)c1
  0.18	-0.3	-3	-6	5	0.4	2.0	-6	3
> COc1cccc(C(C)NC(=O)Nc2ccccc2Cl)c1 (centres undefined)
  -1.3	1.1	-10	21	-13	1.2	1.3	0	-8
> Cc1cc(NC(=O)c2ccc3c(c2)OCCO3)no1
  0.23	-2.3	-7	-41	3	0.3	1.1	-10	-14
> CCn1c(COc2ccccc2)nnc1SCc1ccc(C#N)cc1
  x	3.1	-13	7	x	-1.3	0.7	-13[fluorescence artefact?]	-5
> CN(CCO)c1nc(N)c2c(N)nc3c(c2c1C#N)CC(=O)N3C1CCCC1
  0.94	0.3	-3	i	12	-0.5	0.2	3	-16
> CCc1ccc(-c2cc(C(=O)N/N=C/c3c[nH]c4ccccc34)[nH]n2)cc1
  -1.1	-8.1	5	-77	10	0.5	43	2	-21
> Nc1nc(SCC(=O)N2CCc3ccccc3C2)[nH]c(=O)c1-c1ccccc1
  -1.6	-0.2	-1	16	5	0.7	-0.1	-2	1
> C=CCN1C(=O)C2C(C(=O)NCc3ccccc3)C3C=CC2(O3)C1C(=O)NC(C)(C)C (centres undefined)
  0.59	-2.4	-9	-5	7	0.9	-0.2	-3	-21

High-throughput results (PubChem)
